rCAG binder – binders of r(CAG) RNA repeats, primary screen, biochemical, fluorescence; AID 651821, 2012; inhibition, % at 3 µM; 1.3% of 370,000 active; r(CAG) RNA repeat, TO-PRO-1 dye displacement fluorescence;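 active = inhibition above the plate cutoff, the mean of all test compounds on that plate plus 3 SD, cut at about 35% in these data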;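 also: 0% = DMSO alone and 100% = 100 µM mitoxantrone as full dye displacement; higher means more dye released from RNA so lower well fluorescence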
Rev-erbA mod – modulators of Rev-erb alpha DNA binding, primary screen, biochemical, FITC-DNA, fluorescence polarization, uHTS | activity, % at 10 µM | AID 1259318, 2017 | Nuclear receptor subfamily 1 group D member 1 (Homo sapiens), P20393 | 0.79% of 370,000 active | Rev-erbα–FITC-DNA binding, 90 min;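 active = activity above about 14%, limit read from the data; passing the limit was not always enough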;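 also: 0% = DMSO wells with 35 nM protein and 100% = DMSO wells with 750 nM protein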
MBD2 inh – inhibitors of MBD2 binding to methylated DNA, primary screen, biochemical, TR-FRET, DNA-binding domain, human; MBD2 binding to methylated oligonucleotide; inhibition, % at 4.4 µM; 0.31% of 370,000 active; Methyl-CpG-binding domain protein 2 (Homo sapiens), Q9UBB5; in the data active = inhibition above about 13%
PG9 binder – binders of HIV-1 gp120 antibody PG9, primary screen, biochemical, TR-FRET; HIV-1 gp120 / PG9 antibody interaction; TR-FRET gp120-PG9 antibody binding; inhibition, % at 6.7 µM; 0.43% of 360,000 active; AID 624416, 2012; in the data active = inhibition above about 8.5%
TCR-CD3 inh – inhibitors of human TCR-CD3 interaction, primary screen, biochemical, fluorescence, TAMRA-labeled TCR probe. 0.37% of 360,000 active. T-cell receptor (TCR). inhibition, % at 9.4 µM. AID 651800, 2012; in the data active = inhibition above about 19%;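 also: recombinant mutant TCR 2C K166C tagged with TAMRA read by polarization; 0% = receptor in buffer alone and 100% = receptor with positive control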
LEDGF integ inh – blockers of LEDGF/p75-dependent integrase strand transfer – biochemical, TR-FRET, high throughput, primary screen. TR-FRET IN-LEDGF/p75 DNA integration, Eu/Cy5. inhibition, % at 3.7 µM. 0.64% of 370,000 active. AID 743269, 2014;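 active = inhibition above the screen-wide mean plus 3 SD, cut at about 13% in these data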;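 also: signal is the Cy5 over europium emission ratio at 671 and 618 nm; 0% = plate median of compound wells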
PRMT1 FP inh – PRMT1 methyltransferase inhibitors, primary screen, biochemical, fluorescence polarization | 1.3% of 370,000 active | inhibition, % at 2.79 µM | AID 652257, 2013 | recombinant PRMT1, activity-based probe fluorescence polarization | Protein arginine N-methyltransferase 1 (Homo sapiens), Q99873;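 active = inhibition above about 21% made by adding two undisclosed values, limit read from the data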
mABHD4 FP – ABHD4 inhibitors, primary screen, biochemical, fluorescence polarization, mouse; (Lyso)-N-acylphosphatidylethanolamine lipase (Mus musculus), Q8VD66; purified mABHD4, FP-Rh probe fluorescence polarization; inhibition, % at 8.92 µM; 0.54% of 370,000 active;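 active = inhibition exceeding the mean over every tested compound plus 3 SD, cut at about 30% in these data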;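 also: 0% = plate median of compound wells and 100% = S159A mutant with DMSO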
Target sequence (Q8VD66 whole entry, looked up): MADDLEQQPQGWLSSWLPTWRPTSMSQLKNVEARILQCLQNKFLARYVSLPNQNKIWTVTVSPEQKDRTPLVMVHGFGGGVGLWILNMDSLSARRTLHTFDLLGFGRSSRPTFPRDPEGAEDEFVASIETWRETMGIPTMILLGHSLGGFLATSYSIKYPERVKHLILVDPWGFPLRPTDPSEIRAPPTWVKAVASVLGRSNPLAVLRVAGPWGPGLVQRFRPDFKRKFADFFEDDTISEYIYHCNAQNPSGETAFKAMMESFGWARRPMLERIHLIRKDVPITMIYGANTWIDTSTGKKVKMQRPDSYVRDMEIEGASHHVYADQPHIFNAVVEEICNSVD
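System: mouse ABHD4 enzyme, wild type / Medium: HEPES pH 7.0, NaCl, Pluronic buffer / Reagent: FP-Rh activity-based fluorescent probe / Control set: S159A mutant high control, sample median low control / Detection: fluorescence polarization with parallel and perpendicular emission, 525/598 nm / Schedule: 45 min + 60 min at 25 °C / Compound dosing: 8.92 µM, single dose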
UHRF1 binding – UHRF1 methylated DNA binding inhibitors, primary screen, counter-screen for MBD2 inhibitor project, biochemical, TR-FRET, human UHRF1, single concentration; 0.75% of 370,000 active; E3 ubiquitin-protein ligase UHRF1 (Homo sapiens), Q96T88; UHRF1 binding to methylated oligo; AID 687016, 2013; inhibition, % at 4.4 µM; in the data active = inhibition above about 21%;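 also: UHRF1 SRA domain binding a hemimethylated CpG hairpin DNA probe; 0% = median of test compound wells and 100% = reference inhibitor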
HTRA1 inh – HTRA1 serine protease inhibitors, primary screen, biochemical, fluorescence polarization, HTS; Q92743; recombinant HTRA1, FP-rhodamine activity-based probe; inhibition, % at 5.96 µM; 0.5% of 340,000 active; AID 504803, 2011; in the data active = inhibition above about 36%;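 also: 0% = enzyme with DMSO and 100% = wells lacking enzyme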
Target sequence (Q92743 whole entry, looked up): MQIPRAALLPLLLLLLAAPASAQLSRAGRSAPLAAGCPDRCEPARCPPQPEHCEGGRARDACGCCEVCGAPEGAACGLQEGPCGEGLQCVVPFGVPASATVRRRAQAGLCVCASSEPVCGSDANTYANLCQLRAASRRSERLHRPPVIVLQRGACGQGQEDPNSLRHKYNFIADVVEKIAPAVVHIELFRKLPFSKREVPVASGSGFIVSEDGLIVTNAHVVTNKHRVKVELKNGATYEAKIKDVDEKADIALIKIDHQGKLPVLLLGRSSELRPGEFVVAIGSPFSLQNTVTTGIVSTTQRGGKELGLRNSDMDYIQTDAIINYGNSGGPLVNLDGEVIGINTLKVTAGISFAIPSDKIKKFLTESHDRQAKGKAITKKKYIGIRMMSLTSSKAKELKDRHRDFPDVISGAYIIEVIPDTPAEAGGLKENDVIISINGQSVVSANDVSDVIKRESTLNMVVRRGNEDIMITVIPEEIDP
Starred values were filed as active, the others as inactive; x = not tested or not shown; & = joins results of further samples.

No.	SMILES	rCAG binder	Rev-erbA mod	MBD2 inh	PG9 binder	TCR-CD3 inh	LEDGF integ inh	PRMT1 FP inh	mABHD4 FP	UHRF1 binding	HTRA1 inh
1	CCN(CC)S(=O)(=O)c1ccc(N2CC(C(=O)Nc3cccc(C(=O)NC4CC4)c3)CC2=O)cc1 (stereo not drawn)	14	-1	5	-0.4	-8	2	4	-4	2	-1
2	COc1ccccc1CNC(=O)COC(=O)c1ccc(C(=O)c2ccccc2)cc1	1	-2	-2	0.3	0	5	-6	-7	3	-18
3	Cc1ccc(NC(=O)CCN2C(=O)c3cccc([N+](=O)[O-])c3C2=O)c(Br)c1	-2	-3	2	0.0	-5	0	4	3	1	2
4	CCC(C)N(C(=O)COC(=O)c1ccc(=O)n(Cc2ccccc2)n1)C1CCS(=O)(=O)C1 (stereo not drawn)	-7	-4	1	2.0	-7	0	3	-5	5	-4
5	COc1cccc(-c2ccc3nnc(SCC(=O)N4CCOCC4)n3n2)c1	-2	-2	0	-0.5	-3	-1	0	3	-1	8
6	O=C(CC1SC(=O)N(Cc2cccc3ccccc23)C1=O)Nc1nccs1 (stereo not drawn)	8	2	-1	0.1	-4	-2	-3	-7	-1	-24
7	Cc1nn(Cc2ccc(F)cc2)c(C)c1NC(=O)c1cc2ncc(Br)cn2n1	-4	-15	-2	-3.0	7	4	-4	0	3	0
8	CN(C)S(=O)(=O)c1ccc(N2CCCC2)c(C(=O)NCC2CCCCC2)c1	-6	3	-5	-0.3	6	1	-4	-5	0	4
9	CC(C)(C)c1ccc(S(=O)(=O)NCc2ccc(C(=O)N3CCOCC3)cc2)cc1	-3	0	0	2.0	-2	0	3	4	3	3
10	CN1CCN(CCCNCc2cn(CCC#N)c3ccccc23)CC1	1	2	0	0.0	-1	5	2	17	0	2
11	CC(=O)Nc1ccc(NC(=O)c2ccc(-c3ccccc3Cl)o2)cc1	-1	-4	-11	1.0	7	0	-5	-6	-2	-2
12	O=C1CCSc2ccc(Cl)cc2N1Cc1cccc(Cl)c1	-7	1	-5	-0.7	-1	4	-2	14	1	-26
13	O=C(N/N=C/c1ccc(Br)s1)c1ccccn1	-2	1	-1	-3.0	4	-2	-1	4	-3	15
14	COC(=O)c1ccc(C(=O)OC)c(-n2c(=O)c3ccccc3c3ccccc3c2=O)c1	11	-5	1	-0.1	8	-3	2	-2	-1	-1
15	Cc1nc2ccc(NC(=O)c3c(Cl)cccc3Cl)cc2c(=O)[nH]1	0	6	1	x	x	2	0	1	2	x
16	COc1cccc(N2CCN(S(=O)(=O)c3cccc4nsnc34)CC2)c1	-2	5	-2	-1.1	1	-1	2	5	6	0
17	Cc1ccc(C(C)NC(=S)NCc2ccc(F)cc2)c(C)c1 (stereo not drawn)	-6	3	3	-1.1	0	-1	1	-20	0	-32
18	Cc1c(C=O)c2ccccn2c1C(=O)c1ccncc1	-2	-1	-4	-0.9	7	-3	-6	8	-3	-3
19	C#CCCOC(=O)Nc1ccccc1	-2	1	0	1.0	4	-1	0	-1	-2	2
20	O=C(/C=C/c1ccc(Cl)cc1Cl)Nc1ccc(CN2CCOCC2)cc1	3	4	1	-0.8	-3	-3	-1	-9	2	-15
21	CC(C)[C@H](NC(=O)c1ccccc1)C(=O)OCC(=O)N1CCCCCC1	-7	-2	9	-0.7	-3	2	0	5	-2	5
22	COc1ccc(OC)c(C2=Nn3c(nnc3-c3cc(C)[nH]n3)SC2)c1	-4	2	0	-1.0	12	0	1	-4	-1	1
23	CSCCC(NC(=O)c1ccco1)C(=O)Nc1ccncc1 (stereo not drawn)	1	-4	-1	-0.1	1	-1	1	-3	2	3
24	CCCC1=NN2C(=N)/C(=C\c3cc(C)n(-c4cccc(C)c4)c3C)C(=O)N=C2S1	5	-5	1	1.2	-2	-2	0	-10	-3	-9
25	Oc1ccc(C=NCCc2ccccc2)cc1	3	0	2	0.9	4	1	-2	-1	0	0
26	O=c1cc(-c2ccccc2F)nc(-c2ccccc2F)o1	3	-2	-5	-2.5	6	3	-3	1	-2	3
27	CC1CCN(C(=O)CCC(=O)Nc2nnc(C3CCCCC3)s2)CC1	-9	3	5	-2.2	3	-1	2	3	1	-3
28	CCOC(=O)C1CCN(C(=S)Nc2cccc(C)c2)CC1	-1	-7	-6	-0.9	3	4	-3	-1	-2	1
29	CCOC(=O)C1Oc2ccccc2C(c2ccc(OC)cc2)=C1C(=O)OC (stereo not drawn)	5	1	-1	0.1	7	0	-2	-10	17	-14
30	Cc1ccc(NC(=O)c2ncn(CCCN[C@H](C)c3cccc4ccccc34)n2)cc1C	2	3	3	0.3	-1	-2	1	11	11	-5
31	O=C(CSc1nnc(-c2ccccc2Cl)o1)Nc1ccccn1	-3	-5	4	-1.8	-3	-1	-4	-7	8	5
32	O=C(COC(=O)c1ccc([N+](=O)[O-])cc1Cl)NC(=O)c1ccccc1	-3	5	-2	-0.9	-2	0	1	3	0	3
33	C=CCn1c(CCNC(=O)c2ccccc2F)nnc1SCC(=O)Nc1nc(C)cs1	-2	-13	-1	-2.9	0	-2	0	1	0	5
34	CCOC(CNC(=O)c1cc2c(=O)n(CC)c3ccccc3c2s1)OCC	-3	-4	-5	1.7	-1	-2	-1	1	-2	6
35	COC(=O)Cn1c(=NC(=O)c2cc(OC)c(OC)c(OC)c2)sc2cc(OC)ccc21	3	23*	-3	1.4	-2	0	2	-9	1	3
36	CN=c1sc2ccccc2n1CC(O)COCc1ccco1 (stereo not drawn)	-6	-5	-3	-0.7	8	0	-2	1	-2	-6
37	O=C(COC(=O)CN1C(=O)COc2ccccc21)NCc1ccc(F)cc1	-3	-2	6	0.4	3	-2	1	4	-1	-3
38	Cc1nnc(SCC(=O)NCCc2ccccc2)s1	0	-1	7	4.0	4	3	0	3	3	-1
39	COc1cc(NC(=O)COc2ccccc2[N+](=O)[O-])ccc1NC(=O)c1cccs1	11	-19	4	-1.3	-4	-3	6	-3	1	-11
40	CCC1CN(S(=O)(=O)c2cc(-c3cc(C)no3)ccc2OC)c2cc(C)ccc2O1 (stereo not drawn)	4	-1	4	0.5	-1	-2	1	-3	3	-43
41	COC(=O)Nc1nnc(COc2ccccc2)s1	1	2	2	-1.3	7	4	-6	-4	-1	x
42	CNc1ccc(/C=C/C(=O)c2cccc3ccccc23)cc1[N+](=O)[O-]	4	0	1	-1.9	1	2	0	-1	4	2
43	CCOC(=O)N1CCC(Nc2c(NCCCN(CC)Cc3ccccc3)c(=O)c2=O)CC1	-1&0	0&2	-3&-2	-1.4&0.1	-2&5	8&8	-2&-4	-4&-3	1&-1	-5&-5
44	COc1ccc2c(c1)CC/C2=N\OC(=O)c1ccccc1OC	-2	-1	-5	0.3	5	0	0	-1	-5	-3
45	CCCCNC(=O)N1CCN(S(C)(=O)=O)CC1	-1	3	-2	-1.4	3	1	-2	3	2	1
46	Cc1cccc(OCc2ccc(C(=O)Nc3ccc(F)cc3)cc2)c1	4	4	-4	0.5	1	1	-2	-4	-1	-2
47	CC1CC(C)(C)Nc2ccc(OC(=O)c3ccco3)cc21 (stereo not drawn)	-5	-2	1	0.1	-2	0	-4	4	-2	2
48	COc1cccc(NC(=O)CCCn2c(=O)[nH]c3ccccc3c2=O)c1	-3	-8	2	0.5	-7	3	-4	0	-2	-3

Ordered by length of the SMILES (high to low): 3 of the compounds above
No.	SMILES	rCAG binder	Rev-erbA mod	MBD2 inh	PG9 binder	TCR-CD3 inh	LEDGF integ inh	PRMT1 FP inh	mABHD4 FP	UHRF1 binding	HTRA1 inh
16	COc1cccc(N2CCN(S(=O)(=O)c3cccc4nsnc34)CC2)c1	-2	5	-2	-1.1	1	-1	2	5	6	0
34	CCOC(CNC(=O)c1cc2c(=O)n(CC)c3ccccc3c2s1)OCC	-3	-4	-5	1.7	-1	-2	-1	1	-2	6
23	CSCCC(NC(=O)c1ccco1)C(=O)Nc1ccncc1 (stereo not drawn)	1	-4	-1	-0.1	1	-1	1	-3	2	3

(cont.)
No.	SMILES	rCAG binder	Rev-erbA mod	MBD2 inh	PG9 binder	TCR-CD3 inh	LEDGF integ inh	PRMT1 FP inh	mABHD4 FP	UHRF1 binding	HTRA1 inh
49	COc1cccc(C2C(C#N)=C(N)N(N(C)C)C3=C2C(=O)CCC3)c1 (stereo not drawn)	1	-4	-2	1.3	-2	-1	6	9	-2	-1
50	NC(=O)SCC(=O)Nc1ccc(Cl)cc1	6	-7	-5	2.3	12	2	65*	-21	-5	5
51	O=C(COC(=O)CN1C(=O)NC2(CCCC2)C1=O)Nc1c(Cl)cccc1C(F)(F)F	-1	-3	-3	-1.5	3	1	-2	5	-2	2
52	CCOc1ccc(-c2nnc(SCC(=O)Nc3cc(C)on3)o2)cc1	-1	8	2	-1.9	-12	2	-3	-1	2	3
53	O=C(NCCc1ccccc1)c1cccc(N2C(=O)C3CC=CCC3C2=O)c1 (stereo not drawn)	1	-3	-1	1.2	-3	4	-3	8	0	5
54	CC(C(=O)NCc1ccccc1)n1c(-c2ccc3c(c2)CCO3)nc2ccccc21 (stereo not drawn)	2	1	3	0.3	-2	-5	4	-4	4	x
55	CC(=O)NCCNc1nc2cc(-c3cccc(C(F)(F)F)c3)sc2c(=O)n1C	2	-3	3	0.8	-6	-2	-2	-7	1	x
56	COc1ccc(CCCN2CCC(CN3C(=S)NC[C@@H]3Cc3ccccc3)CC2)cc1OC	0	7	1	-0.2	4	-2	-1	0	-2	1
57	O=c1[nH]c(/C=C/c2ccc(Cl)cc2Cl)c([N+](=O)[O-])c(=O)[nH]1	33	-5	2	1.9	-3	-1	9	-8	4	-9
58	O=C(c1ccccc1F)N1CCC(O)(c2cccnc2)CC1	-1	-4	0	-1.1	0	-2	0	-5	0	4
59	Cc1ccc(NC(=O)CN(C)C(=O)c2cn(Cc3ccccc3)nc2-c2cccnc2)cc1	-5	-1	3	-1.3	9	2	-3	-2	-1	-1
60	COc1ccc(N=C/C=C2/C=C(c3ccccc3)OC(C)(C)O2)cc1	-4	-5	-1	-2.5	-3	-9	6	1	3	-1
61	O=C(c1ccccc1Cl)N1CCN(S(=O)(=O)c2cccs2)CC1	-4	-1	0	-0.9	3	0	0	-3	6	-2
62	CCN1C(=O)[C@H]2[C@H]3CN=C(SCC(=O)c4ccccc4)N3[C@@](C)(C(=O)OC)[C@H]2C1=O	4	2	3	1.4	2	2	83*	-4	-3	-2
63	COc1ccc(CC(=O)Oc2ccc(C#N)cc2)cc1	-1	5	-1	0.6	0	0	4	5	-1	-3
64	N#C/C(=C/c1cccc([N+](=O)[O-])c1)c1nnc2n1CCCCC2	-1	-4	-6	-2.4	-2	5	0	-4	-2	-4
65	O=C1CC2(CCN(C(=O)c3ccc(Br)cc3)CC2)Oc2ccccc21	-6	0	-1	0.4	7	-3	2	-6	0	-2

Compound activity (PubChem BioAssay)

This is a subset (hit frequency here may not be typical).
